PglD DTNB = inhibitors of Campylobacter jejuni PglD acetyltransferase | purified PglD enzyme, DTNB colorimetric CoA detection | inhibition, % at 12.5 µM | 360,000 compounds, 0.098% hits | AID 602405; in the data active means inhibition above about 16%, passing the limit was not always enough; inconclusive means no clear call, values can overlap the other calls; further: strong numbers were not always called active
Cneo AK release = Cryptococcus neoformans lysis via adenylate kinase release | C. neoformans lysis, adenylate kinase release luminescence, 4 h; normalised: neutral wells 0, clomiphene wells 100 | lysis activity, % at 15 µM | 360,000 compounds, 0.2% hits | AID 651654;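 active means mean lysis activity across replicates of at least 80%, whatever share of replicates individually reach that level; inactive means mean lysis activity below 80%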
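Material: C. neoformans cells | Amount: Yeast cell density of 5 × 10^6 cells/mL | Medium: Fresh YPD growth medium | Dosing: Single dose | Times: Static 4 h at 37 °C with compound, 1 h detection | Detection: AK luminescence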
GSIS activator = primary screen for activators of insulin secretion dependent on glucose, INS-1E cells, GLuc reporter luminescence | INS-1E GLuc reporter insulin secretion, 2-3 h | activation, % at 16.6 µM | 370,000 compounds, 0.61% hits;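 active means lowest replicate activation of at least 40%, so every replicate reaches that level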;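 further: 0% = median of neutral control wells and 100% = median of IBMX positive control wells; some compounds called inactive have numbers as strong as hits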
miR-122 sensor = blocks miR-122 activity in Huh7 sensor cells | Huh7 miR-122 Renilla luciferase sensor, 48 h; neutral wells = 0, positive control = 100 | activation (reporter increase), % at 12.5 µM | 340,000 compounds, 0.3% hits;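 active means mean replicate activation score at least 90 and every replicate individually at or above 90; inconclusive means only one of the two criteria met; inactive means neither criterion met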;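 further: higher luciferase means less miR-122 activity so hits act as miR-122 inhibitors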
F508del corr = correctors of CFTR F508del function in bronchial epithelial cells. AID 720511. CFBE cells, YFP halide quenching; stimulated with forskolin plus potentiator P3; % fluorescence drop versus neutral controls. activity (quench increase), % at 7.58 µM. 350,000 compounds, 0.36% hits;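 active means mean added fluorescence quench of at least 8% versus neutral control, with both replicates also reaching 8%; inconclusive means only one of the mean or replicate conditions met; inactive means mean below 8% and not both replicates reaching 8%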;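 further: cells transiently co-express mutant CFTR-F508del with the halide-sensitive YFP; corrector assay measuring rescue of mutant channel to the surface after 24 h compound exposure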
PGC1a acetyl inh = lowers PGC1a acetylation signal in U2OS cells | inhibition, % at 15.6 µM | AlphaScreen anti-acetyl-lysine; with virally co-expressed GCN5 acetyltransferase | 350,000 compounds, 0.17% hits;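 active means every replicate shows inhibition of at least 40%; inconclusive means mean inhibition at least 40% but some replicate below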;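 further: 0% = neutral control wells and 100% = positive control wells; some results beyond the cut were filed as inactive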
FN deposition inh = fibronectin deposition inhibition; AH1F fibroblasts, Alexa488-fibronectin deposition fluorescence, overnight; inhibition, % at 12.6 µM; 350,000 compounds, 0.086% hits; AID 743247;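 active means mean inhibition across replicates of 30% or more, regardless of how many single replicates reach that level; inconclusive means mean under 30% yet at least half of replicates reach 30%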;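 further: positive control wells lacked labelled fibronectin entirely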
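Assay system: AH1F fibroblasts / Quantity: 10000 cells per well / Medium: DMEM plus 2% serum, read in PBS / Reagent: labelled fibronectin 24 nM / Dosing: single dose, pinned / Times: 1 h cell attachment, overnight exposure to compound and label / Signal: fluorescence, ex 485 nm, em 525 nm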
Statin myotox sup = suppression of simvastatin myotoxicity; rescue of ATP level, % at 7.49 µM; 330,000 compounds, 0.78% hits; C2C12 myotubes + simvastatin, ATP luminescence, 48 h; scaled: DMSO 0, geranylgeraniol control 100;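 active means mean ATP rescue above about 67%, or every replicate alone reaching that limit, limit read from the data, passing the limit was not always enough; inconclusive means no clear call, values can overlap the other calls; inactive means mean under the limit and some replicate under it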;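 further: myotubes were challenged with 10 µM simvastatin during compound exposure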
An asterisk follows results filed as active; ? = inconclusive; . = not tested or not shown; [ ] = remark or other dose. An unsorted share of the library (roughly 2.1% active in at least one column).

| compound | PglD DTNB | Cneo AK release | GSIS activator | miR-122 sensor | F508del corr | PGC1a acetyl inh | FN deposition inh | Statin myotox sup |
| --- | --- | --- | --- | --- | --- | --- | --- | --- |
| O=C(C[C@H]1CC[C@@H]2[C@H](COC[C@@H](O)CN2S(=O)(=O)c2ccc(Cl)cc2)O1)NCc1ccncn1 | -2 | 4 | 3 | 2[16.7 µM] | 2.3 | -21 | 1 | -3 |
| CN1CCc2c(C#N)c(N3CCCCC3)nc(NCc3ccccc3)c2C1 | 1 | 3 | . | 5 | . | -11 | . | -16 |
| CC(C)=CCc1c(O)cc2c(c1O)C(=O)CC(c1ccccc1)O2 (stereo not drawn) | -2 | 2 | . | -8 | -1.0 | -9 | . | 7 |
| C[C@@H]1CCCCO[C@@H](CN(C)C)[C@@H](C)CN([C@@H](C)CO)C(=O)c2cc(NS(C)(=O)=O)ccc2O1 | -3 | -4 | 11 | 0[16.7 µM] | -0.1 | 1 | 0 | -15 |
| C=CCN(C(=O)c1cccc(N2C(=O)C3CC=CC(C)C3C2=O)c1)c1ccccc1 (stereo not drawn) | . | . | 4 | . | 2.4 | 10 | 1 | . |
| CSCCC(NS(=O)(=O)c1ccc2c(c1)oc(=O)n2C)C(=O)NC1CCCCC1 (stereo not drawn) | 2 | 3 | 9 | . | 0.6 | . | -17 | 6 |
| C[C@H](CO)N1C[C@H](C)[C@H](CN(C)Cc2ccc(C(F)(F)F)cc2)Oc2ccc(NC(=O)Cc3ccccc3)cc2C1=O | -2 | -8 | 1 | 3[16.7 µM] | 1.8 | -4 | . | -38 |
| C[C@H](CO)N1C[C@H](C)[C@@H](CN(C)CC2CC2)Oc2ccc(NC(=O)CCC(F)(F)F)cc2CC1=O | -1 | -7 | 16 | 2[16.7 µM] | 3.3 | 17 | -10 | -19 |
| N#Cc1c(N)nc(SCC(=O)OCc2ccccc2)c(C#N)c1-c1ccco1 | 6 | 2 | . | -15 | . | 7 | -16 | 9 |
| CCOc1ccc(CCNC(=O)CCNS(=O)(=O)c2ccc(Br)cc2)cc1OCC | -1 | 0 | -6 | -1 | 1.8 | . | 5 | 19 |

Three compounds from above, sorted by heavy-atom count, smallest number first.
| compound | PglD DTNB | Cneo AK release | GSIS activator | miR-122 sensor | F508del corr | PGC1a acetyl inh | FN deposition inh | Statin myotox sup |
| --- | --- | --- | --- | --- | --- | --- | --- | --- |
| CCOc1ccc(CCNC(=O)CCNS(=O)(=O)c2ccc(Br)cc2)cc1OCC | -1 | 0 | -6 | -1 | 1.8 | . | 5 | 19 |
| C[C@H](CO)N1C[C@H](C)[C@@H](CN(C)CC2CC2)Oc2ccc(NC(=O)CCC(F)(F)F)cc2CC1=O | -1 | -7 | 16 | 2[16.7 µM] | 3.3 | 17 | -10 | -19 |
| C[C@H](CO)N1C[C@H](C)[C@H](CN(C)Cc2ccc(C(F)(F)F)cc2)Oc2ccc(NC(=O)Cc3ccccc3)cc2C1=O | -2 | -8 | 1 | 3[16.7 µM] | 1.8 | -4 | . | -38 |

The list continues:
| compound | PglD DTNB | Cneo AK release | GSIS activator | miR-122 sensor | F508del corr | PGC1a acetyl inh | FN deposition inh | Statin myotox sup |
| --- | --- | --- | --- | --- | --- | --- | --- | --- |
| CCOC(=O)C1=C(c2ccccc2)ON(C)C1c1ccccc1 (stereo not drawn) | -5 | -1 | 11 | -6 | . | 4 | 1 | -7 |
| NC(=O)CN1CCCC1c1ccc2c(c1)OCCO2 (stereo not drawn) | 1 | -1 | 8 | -5 | -4.3 | -2 | 2 | -1 |
| CCNc1nc(SCCOc2ccc(Br)cc2)nc(N(C)C)n1 | . | . | -6 | 0 | 3.0 | 6 | 9 | 0 |
| CO[C@H]1CN(C)C(=O)c2cc(NS(=O)(=O)c3c(C)noc3C)ccc2OC[C@H](C)NC[C@H]1C | -2 | 0 | -11 | . | 2.4 | 9 | -2 | 13 |
| Cc1cccc(C)c1N1CCN(S(=O)(=O)N2CCOCC2)CC1 | 9 | 0 | 7 | -2 | . | 4 | 0 | -27 |
| CNC[C@@H]1OCCCC[C@H](C)Oc2ccc(NC(=O)Nc3ccc(C(F)(F)F)cc3)cc2C(=O)N([C@@H](C)CO)C[C@H]1C | . | . | 1 | -5[16.7 µM] | 4.0 | -9 | . | 4 |
| Cc1ccc(S(=O)(=O)N2C[C@H]3C(=O)C[C@@H](c4ccc(Cl)cc4)N(S(=O)(=O)c4ccc(C)cc4)[C@H]3C[C@H]2c2cccc3ccccc23)cc1 | 5 | 1 | 31 | -2 | -1.5 | -4 | 1 | -8 |
| COc1ccc(S(=O)(=O)N2CCN(S(=O)(=O)c3ccc(C(F)(F)F)cc3)CC2)cc1C | -2 | -1 | . | -9 | . | 7 | -1 | . |
| Cn1c(=O)c(=O)n(C)c2cc(S(=O)(=O)N3CCCC3C(=O)NCc3cccnc3)ccc21 (stereo not drawn) | 1 | -1 | 15 | -12 | 0.0 | -1 | -2 | 14 |
| CCC(C)c1ccccc1NC(=O)c1[nH]c(C)c(C(C)=O)c1C (stereo not drawn) | -6 | 6 | -1 | 6 | -2.5 | -3 | -12 | 13 |
| COc1ccccc1NS(=O)(=O)c1ccc(C(=O)N2CCN(c3ccccc3)CC2)cc1 | 1 | 3 | -13 | -8 | -0.2 | 0 | 2 | -8 |
| Cc1cc(C(=O)CSc2nnc3c(Cl)cc(Cl)cn23)c(C)n1C | -2 | 0 | 15 | -4 | . | -1 | . | -11 |
| Cc1ccc(N2C(=O)c3cccc(Oc4ccc(Cl)cc4)c3C2=O)c(C)c1 | . | . | -1 | . | 0.4 | 4 | -7 | . |
| Cn1c2ccccc2c(=O)c2ccc(C#CC3(O)CCCCC3)cc21 | -1 | -9 | . | 4 | 3.3 | -8 | 7 | 12 |
| Cc1ccccc1CC(=O)N1CCCC1 | 0 | -3 | 4 | 0 | 0.0 | 14 | -2 | -3 |
| CCCCOc1ccc(C(=O)Oc2cc(C)[nH]c(=O)c2[N+](=O)[O-])cc1 | 7 | 1 | 0 | 1 | 4.0 | 12 | 1 | 1 |
| C[C@@H]1CN([C@@H](C)CO)S(=O)(=O)c2ccc(C#Cc3cccnc3)cc2O[C@@H]1CN(C)C(=O)C1CC1 | -3 | -3 | -22 | 5[16.7 µM] | -0.3 | -6 | -6 | 2 |
| CN(Cc1ccc(Cl)s1)C(=O)CNC(=O)CNC(=O)c1ccc(Cl)cc1Cl | . | 0 | -26 | . | -2.5 | . | -2 | 6 |
| COc1ccc(NS(=O)(=O)c2cc3c(cc2C)N(C)CCO3)c(OC)c1 | 2 | -1 | -2 | ? | 0.0 | -4 | -7 | 22 |
| COC(=O)c1cc(=O)nc2sc(-c3ccc(F)cc3)nn12 | 2 | 9 | . | -6 | . | -4 | . | -5 |

2 entries picked at random from the list so far, as already listed:
| compound | PglD DTNB | Cneo AK release | GSIS activator | miR-122 sensor | F508del corr | PGC1a acetyl inh | FN deposition inh | Statin myotox sup |
| --- | --- | --- | --- | --- | --- | --- | --- | --- |
| CCCCOc1ccc(C(=O)Oc2cc(C)[nH]c(=O)c2[N+](=O)[O-])cc1 | 7 | 1 | 0 | 1 | 4.0 | 12 | 1 | 1 |
| Cn1c2ccccc2c(=O)c2ccc(C#CC3(O)CCCCC3)cc21 | -1 | -9 | . | 4 | 3.3 | -8 | 7 | 12 |

Additional compounds
| compound | PglD DTNB | Cneo AK release | GSIS activator | miR-122 sensor | F508del corr | PGC1a acetyl inh | FN deposition inh | Statin myotox sup |
| --- | --- | --- | --- | --- | --- | --- | --- | --- |
| CCOC(=O)C1(Cc2cccc(OC)c2)CCN(Cc2cccnc2)CC1 | . | . | -12 | 0 | 0.4 | 0 | 11 | -3 |
| O=Cc1ccc(-c2cc(Cl)ccc2Cl)[nH]1 | -1 | -1 | 1 | -2 | 1.2 | 0 | -2 | -8 |
| O=C(O)c1c(-c2ccccc2)nnc2ccccc12 | -1 | 0 | 43 | . | -2.9 | . | 1 | 2 |
| COc1ccc(S(=O)(=O)NCC(=O)NC2CC2)cc1OC | -3 | 0 | 15 | . | 2.0 | . | 4 | -6 |
| Brc1cnc(N2CCOCC2)nc1N1CCCCC1 | 2 | 1 | . | 8 | . | 10 | 7 | 0 |
| Cc1ccc(S(=O)(=O)N(C)C[C@H]2Oc3ccc(NS(=O)(=O)c4ccccc4)cc3CC(=O)N([C@H](C)CO)C[C@@H]2C)cc1 | 6 | 0 | 3 | 13[16.7 µM] | -2.6 | 4 | . | 31 |
| CCOC(=O)CNC(=O)CSc1nc(C)cc(C)c1C#N | 4 | -2 | . | -14 | . | 8 | 3 | 7 |
| O=C(C1CCCC1)N1CC[C@H]2[C@H](CO)Nc3ccc(C4=CCCCC4)cc3[C@H]21 | . | . | -3 | . | 3.4 | -4 | 5 | . |
| CCOC(=O)C1(CCOc2ccccc2)CCN(Cc2cc(OC)c3c(c2)OCO3)CC1 | 0 | 1 | -56 | -3 | -1.9 | -4 | 13 | 10 |
| CC(NC(=S)Nc1ccc(Cl)cc1)C(c1ccccc1)N1CCOCC1 (stereo not drawn) | -1 | 2 | -6 | . | 0.6 | . | 6 | . |
| COc1cc(C(C2=C(O)CC(C)(C)CC2=O)C2C(=O)CC(C)(C)CC2=O)cc(OC)c1OC (stereo not drawn) | . | . | -4 | 0 | 0.0 | 9 | 16 | . |
| CC(=O)Nc1ccc(NC(=O)CSc2nnc(-c3cccs3)n2C)cc1 | -1 | -2 | 3 | 3 | -0.2 | . | 7 | 2 |
| COc1ccccc1CNC(=O)COC(=O)C1CCN(S(=O)(=O)c2ccccc2)CC1 | . | . | -6 | -10 | -0.5 | 18 | -4 | 18 |
| Nc1cn(C2OC(CO)C(O)C2O)c(=O)[nH]c1=O (stereo not drawn) | 5 | 0 | 3 | -8 | -0.2 | 8 | -4 | -1 |
| Nc1nc(Cn2nnc(-c3ccccc3Cl)n2)nc(N2CCOCC2)n1 | 5 | 1 | . | -12 | . | . | 4 | 3 |
| Cn1nnc(NC(=S)NC(=O)c2ccc(-c3ccc(Br)cc3)o2)n1 | 2 | 3 | 11 | -4 | 0.7 | -9 | -6 | . |
| COc1ccc(-c2cc(C(=O)NCC3CCCO3)c3ccccc3n2)cc1 (stereo not drawn) | . | . | -3 | 1 | -2.1 | . | -3 | . |
| O=C(c1ccc(Cn2cnnn2)cc1)N1CCCC(Nc2ccc(F)cc2)C1 (stereo not drawn) | -4 | 1 | 3 | 3 | 1.5 | . | -2 | 13 |
| O=C(COC(=O)c1cnccn1)Nc1ccc2c(c1)OCO2 | -2 | -1 | . | 1 | . | -6 | . | 9 |
| O=C(Cc1cccc(NC(=O)C2CCN(C(=O)c3ccccc3)CC2)c1)Nc1cccc(C(=O)N2CCOCC2)c1 | -1 | -6 | -1 | -1 | -0.1 | 12 | 1 | 14 |
| O=C(c1ccc(F)cc1)N1CC(=O)N2[C@@H](CO)[C@@H](c3ccc(C#Cc4ccc(F)cc4)cc3)[C@@H]2C1 | . | . | -25 | . | 1.2 | 4 | -22 | . |
| O=C(Nc1ccc([N+](=O)[O-])cn1)C1CCCCC1 | -6 | -4 | 12 | -11 | . | -2 | -2 | -9 |

High-throughput results (PubChem)
